HT1080 IDH1KD tx – kills HT-1080 cells with IDH1 knockdown | HT-1080 IDH1 knockdown viability, ATP luminescence, 48 h | Potency, µM (highest dose often 46.1 µM), for the others: at the top dose activity, negative = toxicity, usual class: cytotoxic | hit rate 2% among 360,000;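 also: potency is read from the fitted curve at half-maximal effect; 0% = DMSO wells and -100% = cell-free medium wells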
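In this qHTS, HT-1080 cells depleted of IDH1 are exposed for 48 h at 37 °C to compound titrations. Toxicity is scored from CellTiter-Glo luminescence, with DMSO as full viability and medium alone as none.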
IL1B secr inh – blocks inflammasome-driven IL-1 beta release; THP-1 LPS/ATP IL-1B secretion, AlphaLISA, 16 h; active compounds read low; activity change, % at 57.5 µM; hit rate 4.7% among 360,000; in the data active = activity change below about -50%; inconclusive = mostly about -30% to -49%; also: % is scaled to controls: 0 for no effect and ±100 for the full control effect
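Secreted IL-1B measured by AlphaLISA bead assay after 16 h compound exposure of THP-1 cells; compounds (final up to 57.5 uM) added 1 h before LPS (250 ng/mL) and ATP (1.25 mM) stimulation; lower signal means less secretion.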
MCF10A rereplic – DNA re-replication induction in MCF 10a cells; MCF 10A DNA re-replication, Hoechst nuclear intensity, 48 h; Potency, µM (top dose mostly 46.1 µM), for inactives: top-dose activity, positive = re-replication, hits mostly activators; hit rate 2.9% among 350,000; AID 624296; also: potency is read from the fitted curve at half-maximal effect; % of control where 0% means no effect; nearly all actives have a fitted effect of over 50% in size
KB-3-1 tox – KB-3-1 parental cell cytotoxicity; Potency, µM (doses to about 46.1 µM), for inactives: at the top dose activity change, negative = cytotoxic, usual class: cytotoxic; KB-3-1 viability, CellTiter-Glo ATP luminescence, 72 h; hit rate 1.4% among 400,000; AID 1347075; also: potency is read from the fitted curve at half-maximal effect; % is scaled to controls: 0 for no effect and ±100 for the full control effect; nearly all actives have a fitted effect of over 60% in size
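Multi-concentration cytotoxicity screen in KB-3-1 cells grown in DMEM lacking phenol red with 10% FBS. After 72 h at 37 °C with compound, ATP-dependent luminescence was recorded.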
KB-V1 cytotox – kills drug-selected multidrug resistant KB-V1 cells | Potency, µM (series often up to 46.1 µM), for the others: at the top dose activity change, negative = cytotoxicity, hits mostly cytotoxic | KB-V1 MDR cells viability, CellTiter-Glo, 72 h | hit rate 3.4% among 400,000; also: potency is read from the fitted curve at half-maximal effect; % is scaled to controls: 0 for no effect and ±100 for the full control effect; nearly all actives have a fitted effect of over 60% in size
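Following 72 h at 37 degrees C with compound, KB-V1 cell viability was read by CellTiter-Glo luminescence, medium being phenol-red-free DMEM plus 10% FBS; concentration-response parameters came from normalized, curve-fitted qHTS data.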
ATXN2 expr inh – reduces ATXN2 reporter expression in HEK-293 cells; Potency, µM (top dose mostly 57 µM), for the others: at the top dose activity change, negative = inhibition, actives largely listed as inhibitors; hit rate 0.72% among 360,000; HEK-293 ATXN2-luciferase reporter, luminescence, 24 h; also: potency is read from the fitted curve at half-maximal effect; % is scaled to controls: 0 for no effect and ±100 for the full control effect; nearly all actives have a fitted effect of over 55% in size
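qHTS (up to 57 uM final) was run with 24 h compound exposure of reporter cells at 37 °C. Each well was multiplexed: SteadyGlo luminescence measured ATXN2-luciferase expression after a fluorogenic Gly-Phe-AFC viability readout (25 uM final).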
HT1080-NT tox – kills 2HG-producing HT-1080-NT fibrosarcoma cells. HT-1080-NT fibrosarcoma viability, CellTiter-Glo ATP luminescence, 48 h. Potency, µM (doses to about 46.1 µM), for inactives: top-dose activity, negative = less viability, actives largely listed as cytotoxic. hit rate 1.6% among 360,000. AID 686970;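 also: NT is the 2HG producing partner of a matched IDH1 knockdown line; potency is read from the fitted curve at half-maximal effect; 0% = DMSO-treated cells and -100% = media-only wells without cells; nearly all actives have a fitted effect of over 55% in size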
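A 48-hour cytotoxicity screen used HT-1080-NT cells plated 2 hours before compound delivery. ATP-based CellTiter-Glo luminescence measured viability, normalized to DMSO and no-cell controls.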
WRN inhibitor – WRN helicase (human) inhibition; Potency, µM (top dose mostly 114 µM), without a hit: at the highest dose activity change, negative = inhibition, actives largely listed as inhibitors; hit rate 0.46% among 360,000; Q14191; WRN helicase unwinding, fluorescent forked duplex, kinetic; also: potency is read from the fitted curve at half-maximal effect; % is scaled to controls: 0 for no effect and ±100 for the full control effect; nearly all actives have a fitted effect of over 55% in size
Target sequence (Q14191 whole entry, looked up): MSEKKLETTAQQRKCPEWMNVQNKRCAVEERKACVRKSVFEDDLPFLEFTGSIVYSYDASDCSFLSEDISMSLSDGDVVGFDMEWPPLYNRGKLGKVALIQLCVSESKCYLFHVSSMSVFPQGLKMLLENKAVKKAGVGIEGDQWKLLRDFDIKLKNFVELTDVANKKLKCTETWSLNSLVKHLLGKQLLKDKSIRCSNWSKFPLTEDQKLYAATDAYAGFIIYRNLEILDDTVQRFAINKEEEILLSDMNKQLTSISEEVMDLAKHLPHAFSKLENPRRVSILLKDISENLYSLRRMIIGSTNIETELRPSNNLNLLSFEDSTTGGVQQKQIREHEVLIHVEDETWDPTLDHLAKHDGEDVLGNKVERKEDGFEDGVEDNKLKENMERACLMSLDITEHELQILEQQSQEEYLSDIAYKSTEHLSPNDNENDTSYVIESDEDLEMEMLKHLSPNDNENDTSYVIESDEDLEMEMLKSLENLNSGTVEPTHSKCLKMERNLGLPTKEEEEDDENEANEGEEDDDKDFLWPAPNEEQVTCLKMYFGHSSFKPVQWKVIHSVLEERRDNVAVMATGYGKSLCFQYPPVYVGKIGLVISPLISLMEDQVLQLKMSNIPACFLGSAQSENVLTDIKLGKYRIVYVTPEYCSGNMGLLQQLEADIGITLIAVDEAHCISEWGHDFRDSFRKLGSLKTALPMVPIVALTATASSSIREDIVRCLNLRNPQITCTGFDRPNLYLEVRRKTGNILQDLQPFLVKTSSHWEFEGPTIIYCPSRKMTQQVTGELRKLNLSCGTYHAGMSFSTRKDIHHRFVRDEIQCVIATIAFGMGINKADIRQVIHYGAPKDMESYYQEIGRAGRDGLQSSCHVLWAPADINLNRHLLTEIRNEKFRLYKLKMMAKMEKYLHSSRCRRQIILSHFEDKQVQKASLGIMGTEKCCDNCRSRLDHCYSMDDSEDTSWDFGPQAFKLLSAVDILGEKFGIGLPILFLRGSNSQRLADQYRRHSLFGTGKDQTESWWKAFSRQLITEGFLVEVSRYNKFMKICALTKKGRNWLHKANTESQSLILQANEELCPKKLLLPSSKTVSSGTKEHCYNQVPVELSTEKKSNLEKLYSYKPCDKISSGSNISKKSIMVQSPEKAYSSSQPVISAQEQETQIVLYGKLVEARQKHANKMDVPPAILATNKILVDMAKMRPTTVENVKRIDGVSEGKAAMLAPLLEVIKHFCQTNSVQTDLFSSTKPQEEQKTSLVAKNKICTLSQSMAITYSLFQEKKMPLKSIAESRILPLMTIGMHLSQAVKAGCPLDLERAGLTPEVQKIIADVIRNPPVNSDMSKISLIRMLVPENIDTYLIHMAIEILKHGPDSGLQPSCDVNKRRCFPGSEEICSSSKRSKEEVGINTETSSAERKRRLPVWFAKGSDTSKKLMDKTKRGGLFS
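Kinetic red-fluorescence monitoring (525/598 nm) tracks WRN helicase activity after 100 nM fluorophore-quencher forked duplex and 2 mM ATP are added to 20 nM enzyme pretreated 15 min at room temperature with compound.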
SW480 rereplic – inducers of DNA re-replication in SW480 colon cancer cells; Potency, µM (titrated, usually from 46.1 µM), inactives show at the highest dose re-replication activation, usual class: activators; SW480 DNA re-replication, Hoechst DNA content imaging, 48 h; AID 624297; hit rate 1.8% among 340,000; also: potency is read from the fitted curve at half-maximal effect; % of control where 0% means no effect; nearly all actives have a fitted effect of over 55% in size
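Treated cells incubate 48 hr (37 C, 5% CO2), are stained 40 min with Hoechst, and nuclear fluorescence is enumerated; a rise in nuclei with high DNA signal marks re-replication.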
* = called active by the depositor; u = inconclusive; x = no result given; & = joins results of further samples; [ ] = remark or other dose. Unless noted, calls follow the shape of the dose curve; as a rule, active = well fitted curve in the direction sought with a large enough effect; inconclusive = small, poorly fitted or top-dose-only effect, or another doubt; inactive = no such curve, though single readings can be large; an effect the other way counts as inactive or inconclusive.

SMILES	HT1080 IDH1KD tx	IL1B secr inh	MCF10A rereplic	KB-3-1 tox	KB-V1 cytotox	ATXN2 expr inh	HT1080-NT tox	WRN inhibitor	SW480 rereplic
COc1ccc(CCNc2nc(C)c(C(C)=O)s2)cc1OC	3%	0	-10%	0%	0%	10%	11%	-30%	-24%
CCCCSCc1[nH]c(=O)[nH]c1C(=O)CCCCC(=O)OCC	0%	5	-1%	9%	11%	-2%	-14%	-7%	-2%
CN(c1ccc(C(=O)O)cc1)S(=O)(=O)c1ccc(Cl)cc1	0%	4	-3%	4%	0%	-1%	0%	-17%	0%
CCCCCCC=C1CCC(CN2CCCC2)C1=O (configuration not stated)	u	-22	x	u	u	-22%	u	-9%[57.1 µM]	x
COc1ccc2[nH]cc(CCNC(=O)/C=C/[C@H]3O[C@@H](n4cnc5c(NC(=O)c6ccccc6)ncnc54)[C@H](O)[C@@H]3O)c2c1	23%	u	x	0%	4%	-5%	25%	-7%	x
CCOC(=O)Cc1nnc(NC(=O)C(CC)Sc2nncn2C)s1 (configuration not stated)	10%	14	10%	8%	u	4%	-8%	1%	1%
O=S(=O)(Nc1ccc(N2CCOCC2)nn1)c1ccccc1	13%	6	6%	0%	8%	0%	18%	-8%	2%
O=C(COc1ccc(F)cc1)N(c1ccccn1)C1CCCCC1	17%	-9	11%	-18%	21µM*	-2%	1%	9%	-73%[inhibitor]
Cc1ccc(S(=O)(=O)/N=C(\N)c2ccc(F)cc2)cc1	2%	1	-5%	-1%	-14%	-15%	-7%	-1%	-15%
CCc1ccc(S(=O)(=O)Nc2cc3c(cc2N2CCOCC2)n(C)c(=O)c(=O)n3C)cc1	-8%	-13	-3%	17%&8%	15%&8%	8%&11%	-2%	10%	-18%
COc1ccc(C(CNC(=O)c2ccc(S(=O)(=O)Nc3ccccc3C)cc2)N2CCOCC2)cc1 (configuration not stated)	1%	-12	13%	-7%	4%	0%	8%	0%	-1%
O=C(O/N=C1\CCCc2ccccc21)c1ccc(F)cc1	-7%	-9	4%	-2%	-5%	-1%	-4%	-10%	0%
COc1ccc(/C=N/Nc2nccnc2Cl)cc1	11µM*	-25	-1%	0%	0%	-34%	10µM*	-9%	-2%
Cc1cccc(CCNC(=O)CCCOc2cc(=O)n(C)c3ccccc23)c1	-10%	0	u	-4%	u	32%[activator]	4%	-4%	-26%
CC1CC(C)CN(C(=O)COC(=O)c2ccc(N3CCCC3=O)cc2)C1 (configuration not stated)	0%	12	-2%	2%	2%	x	0%	5%	1%
COc1ccccc1NC(=O)c1ccccc1NC(=O)c1ccccc1C(=O)O	-6%	-5	13%	2%	u	x	1%	1%	-4%
COc1ccc2oc(C(=O)OC/C(O)=C(\C#N)c3nc4ccccc4[nH]3)c(C)c2c1	7%	59	14%	-1%	12%	-25%	18%	3%	u
CSc1nsc(SC)c1NC(=O)OCCc1ccccn1	-1%	16	3%	0%	4%	-2%	0%	-1%	-7%
COc1cccc(Nc2ncccc2C(=O)O)c1	7%	6	11%	6%	-2%	0%	1%	-15%	-2%
CCOC(=O)N1CCN(C(=O)Cc2ccc(-n3c(=S)[nH]c4ccccc4c3=O)cc2)CC1	2%	12	-20%	1%	0%	-10%	5%	7%	2%
CCOC(=O)c1cc(-c2ccccc2)n(CCC(=O)N2CCN(c3ccc(OC)cc3)CC2)c1C	-9%	-60*	26µM*	-2%	u	-12%	-6%	-22%	4%
CCn1cc(Br)c(C(=O)Nc2ccc(Cl)cc2Cl)n1	0%	0	12%	0%	u	30%[activator]	-3%	7%	-2%
c1ccc(Cn2nnc3c(N4CCN(Cc5ccc6c(c5)OCO6)CC4)ncnc32)cc1	-15%	-16	u	-4%	0%	-14%	9%[9.24 µM]	-7%	1%
CCS(=O)(=O)Nc1cccc(-c2nc3cccnc3s2)c1C	3%	8	-1%	12%	-10%	34%	11%	-6%	-22%
CN(C)/C=C/C(=O)c1cccc(Cl)c1	2%	u	5.8µM*	-7%	11%	2%	0%	-30%	0%
CCOc1ccc(N2C(=O)CSC2=NC#N)cc1	2%	9	1%	-1%	20%	-7%	-7%	-23%	-6%
NC(=O)CC(NC(=O)Cc1ccc(Br)cc1)c1ccc(NCCN2CCOCC2)c([N+](=O)[O-])c1 (configuration not stated)	0%	10	-9%	11%	u	3%	-2%	3%	12%
COc1cccc(Nc2n[nH]c(=S)s2)c1	26%	13	4%	-6%	-6%	41%[activator]	12%	-32%[57.1 µM]	-3%
O=C(NCc1cccs1)c1ccc2sc(C3=C[C@@H](O)[C@@H](O)[C@@H](CO)O3)nc2c1	-1%	-15	x	0%	-5%	2%	2%	-10%	x
O=[N+]([O-])c1cc(C(F)(F)F)ccc1NC1CCN(Cc2ccccc2)CC1	-3%	-55*	-7%	-1%	-17%	-13%	-1%	-34%	-8%
COCC(=O)Nc1cc([N+](=O)[O-])ccc1C	0%	-5	15%	11%	u	12%	2%	-1%	3%
Cc1nc([N+](=O)[O-])c(C(=O)OCc2ccccc2)n1C	16%	-20	-29%	16%	16%	6%	14%	-1%[57.1 µM]	u
COc1ccc(CC(=O)N2CCc3ccccc32)cc1	8%	-15	0%	6%	-8%	52%[activator]	2%	-5%	-2%
COc1ccc(OC)c(Nc2nnc(C)c(=O)[nH]2)c1	8%	18	-17%	1%	7%	1%	2%	10%	0%
CCOC(=O)C1=NN(C(=O)Cc2ccccc2)C(O)(C(C)(C)C)C1 (configuration not stated)	0%	41	-5%	5%	1%	-28%	10%	-13%	23%
COC(=O)C1=CN(CC2CCCO2)C=C(C(=O)OC)C1c1ccccc1C(F)(F)F (configuration not stated)	1%	2	u	7%	11%	-5%	10%	-4%	u
O=C(O)CSc1nnc(-c2cccc(S(=O)(=O)N3CCOCC3)c2)n1-c1ccc(F)cc1	0%	8	19%	-1%	-4%	x	11%	2%	-2%
N#Cc1c2n(c3c(=O)n(Cc4ccccc4Cl)cnc13)CCCCC2	-19%	-21	12µM*	u	0%	2%	-5%	0%	-1%
O=C(CN1C(=O)c2ccccc2C1=O)NCC1COc2ccccc2O1 (configuration not stated)	-10%	0	-11%	0%	-4%	-3%	-5%	3%	-3%
Cc1cc(C)cc(Cn2cc(CN3CC(N4CCSCC4)CS3(=O)=O)nn2)c1 (configuration not stated)	3%	-20	x	3%	0%	11%	-8%	-6%	x
CCc1noc(C)c1C(=O)OC(C)C(=O)NCc1ccc(OC)cc1 (configuration not stated)	1%	25	5%	2%	u	-3%	1%	2%	4%
COc1ccc(C2NC(=O)c3n[nH]c(C)c32)c(OC)c1 (configuration not stated)	7%	8	-1%	0%	-6%	2%	15%	1%	-14%
O=C(Nc1ccon1)c1cc2c(s1)CCCC2	-3%	-14	15%	5%	-11%	26%	7%	-8%	-2%
CC[C@H](C)[C@H](NC(=O)OCc1ccccc1)C(=O)OCC(=O)N1CCN(c2ccc(OC)cc2)CC1	-20%	22	3%	-10%	-23%	x	0%	-2%	-5%
O=C(CSc1nnnn1C1CCCC1)Nc1ccc(F)cc1	0%	22	3%	10%	6%	9%	-1%	7%	-5%
O=C(Nc1cccc(F)c1)C1CCN(S(=O)(=O)c2cccc3nonc23)CC1	-3%	u	u	-10%	u	-13%	-1%	-3%[57.1 µM]	0%
CC[C@@]1(C(=O)OC)N[C@H](CN(C)C(=O)Nc2ccc(C)cc2)[C@@H]2C(=O)N(Cc3ccccc3)C(=O)[C@@H]21	-5%	-7	-5%	-18%	-11%	6%	-4%	-4%	7%[9.22 µM]

8 of the compounds above, with two lines to a compound:
Under each structure: HT1080 IDH1KD tx, IL1B secr inh, MCF10A rereplic, KB-3-1 tox, KB-V1 cytotox, ATXN2 expr inh, HT1080-NT tox, WRN inhibitor, SW480 rereplic
> Cc1cc(C)cc(Cn2cc(CN3CC(N4CCSCC4)CS3(=O)=O)nn2)c1 (configuration not stated)
 : 3%, -20, x, 3%, 0%, 11%, -8%, -6%, x
> CCc1noc(C)c1C(=O)OC(C)C(=O)NCc1ccc(OC)cc1 (configuration not stated)
 : 1%, 25, 5%, 2%, u, -3%, 1%, 2%, 4%
> COc1ccc(C2NC(=O)c3n[nH]c(C)c32)c(OC)c1 (configuration not stated)
 : 7%, 8, -1%, 0%, -6%, 2%, 15%, 1%, -14%
> O=C(Nc1ccon1)c1cc2c(s1)CCCC2
 : -3%, -14, 15%, 5%, -11%, 26%, 7%, -8%, -2%
> CC[C@H](C)[C@H](NC(=O)OCc1ccccc1)C(=O)OCC(=O)N1CCN(c2ccc(OC)cc2)CC1
 : -20%, 22, 3%, -10%, -23%, x, 0%, -2%, -5%
> O=C(CSc1nnnn1C1CCCC1)Nc1ccc(F)cc1
 : 0%, 22, 3%, 10%, 6%, 9%, -1%, 7%, -5%
> O=C(Nc1cccc(F)c1)C1CCN(S(=O)(=O)c2cccc3nonc23)CC1
 : -3%, u, u, -10%, u, -13%, -1%, -3%[57.1 µM], 0%
> CC[C@@]1(C(=O)OC)N[C@H](CN(C)C(=O)Nc2ccc(C)cc2)[C@@H]2C(=O)N(Cc3ccccc3)C(=O)[C@@H]21
 : -5%, -7, -5%, -18%, -11%, 6%, -4%, -4%, 7%[9.22 µM]

Compound activity as filed in PubChem.
